Compound activity deposited in PubChem BioAssay by several laboratories.
GPR55 activation = GPR55 agonists via beta-arrestin recruitment, primary screen, imaging, U2OS cells, beta-arrestin-GFP redistribution (AID 1961) | 290,000 tested, 0.048% active | G-protein coupled receptor 55 (Homo sapiens) | one-dose activation, % at 10 µM; EC50 in µM for titrated hits | U2OS GPR55 beta-arrestin-GFP redistribution imaging; higher % means a stronger effect;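 active = activation above 40% with more than 50 cells counted in the well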;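 note: U2OS osteosarcoma cells stably expressing GPR55 and beta-arrestin-GFP; plate controls were DMSO negative control for no effect and LPI positive control for full effect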
Dynein transport = inhibitors of GR-EGFP nuclear translocation, primary screen, dynein cargo transport inhibitor project, imaging, high-content, 3617.4 mouse cells; AID 1381, 2008; test concentration mostly 20 µM; stimulated with dexamethasone, 1 µM; active compounds read low; 220,000 tested, 0.47% active; z-score, hits read low;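 active = plate z-score of nuclear minus cytoplasmic receptor signal below a set negative limit, without overly bright fluorescence or cell loss, cut at about -3.5 in these data, passing the limit was not always enough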;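 note: z-score of nuclear minus cytoplasmic ring GR-EGFP intensity difference per well; some compounds called inactive have numbers as strong as hits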
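Buffer or medium: tet-free medium with charcoal-stripped serum / Also added: dexamethasone agonist, 1.0 µM final, for 30 min / Timing: induction 48 h, compound 1 h, agonist 30 min / Measured by: high-content fluorescence imaging after fixation / Read-out: nuclear-to-cytoplasmic GR-EGFP distribution per well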
M1AAP inhibition = P. falciparum M1AAP inhibitors, biochemical, fluorogenic H-Leu-NHMec substrate, 1536-well (AID 1445); Aminopeptidase N (Plasmodium falciparum (isolate 3D7)); recombinant M1AAP, H-Leu-NHMec fluorogenic kinetic assay; higher % means a stronger effect; inhibition, % at 30 µM, or IC50 in µM where a hit was titrated; 220,000 tested, 0.42% active;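 active = primary inhibition above the hit cutoff, then over 50% inhibition at one or more dose response concentrations, cut at about 23% in these data, passing the limit was not always enough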;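 note: plate controls were DMSO full reaction for no effect and no enzyme background for full effect; strong numbers were not always called active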
NOD2 inhibition = NOD2 signaling inhibitors, cell-based, luminescence, uHTS, HEK293 (AID 1566); HEK293 NOD2/NF-kB luciferase reporter, luminescence; higher % means a stronger effect; inhibition, % at 4 µM; hits with a dose series show EC50 in µM; 290,000 tested, 0.63% active; note: many of its hits are not listed in these tables
M17LAP inhibition = P. falciparum M17LAP inhibitors, primary screen, biochemical, fluorogenic H-Leu-NHMec substrate, 1536-well (AID 1619); 220,000 tested, 0.38% active; inhibition, % at 30 µM, or IC50 in µM where a hit was titrated; Leucine aminopeptidase (Plasmodium falciparum (isolate 3D7)); recombinant M17LAP, H-Leu-NHMec fluorogenic kinetic assay; higher % means a stronger effect;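 active = compound inhibiting the enzyme by more than half at any dose during confirmatory dose-response retesting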;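 note: plate controls were full reaction with DMSO carrier for no effect and no enzyme background for full effect; strong numbers were not always called active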
KOR beta-arrestin-1 = KOR antagonists, beta-arrestin recruitment, cell-based, luminescence, uHTS (AID 1778) | Kappa-type opioid receptor (Homo sapiens) | KOR beta-arrestin recruitment, luminescence, antagonist mode; higher % means a stronger effect | one-dose inhibition, % at 10 µM; IC50 in µM for titrated hits | 290,000 tested, 0.091% active; note: strong numbers were not always called active
NOD1 NF-kB reporter = NOD1 signaling inhibitors, primary screen, cell-based, luminescence, uHTS (AID 1578). NOD1-driven NF-kB luciferase reporter cells, luminescence; higher % means a stronger effect. one-dose inhibition, % at 4 µM; EC50 in µM for titrated hits. 290,000 tested, 1% active; in the data active = inhibition mostly above about 36%, no sharp cut-off; inactive = mostly below about 34%;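 note: HEK-293T reporter cells stimulated with the NOD1 agonist gamma-tri-DAP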
AID2073 = inhibitors of Mint1-CaV2.2 protein interaction, biochemical, HTRF (AID 2073). Voltage-dependent N-type calcium channel subunit alpha-1B (Homo sapiens). HTRF protein-protein interaction, Mint1-CaV2.2; higher % means a stronger effect. inhibition, % at 20 µM, or IC50 in µM where a hit was titrated. 290,000 tested, 0.19% active; in the data active = inhibition mostly above about 51%, no sharp cut-off; note: some results filed as inactive read as strong as hits
KOR beta-arrestin-2 = KOR agonists, beta-arrestin recruitment, primary screen, cell-based, luminescence, uHTS (AID 1777); activation, % at 10 µM; hits with a dose series show EC50 in µM; KOR beta-arrestin recruitment, luminescence; higher % means a stronger effect; 280,000 tested, 0.02% active; Kappa-type opioid receptor (Homo sapiens); in the data active = activation above about 50%, passing the limit was not always enough; note: a part of the inactive calls stands beside numbers as strong as those of hits
Dynein transport cytoplasmic EGFP = recorded beside Dynein transport, whose call it bears; z-score; measured here: cytoplasmic GR-EGFP intensity; active compounds read high
Dynein transport nuclear GR-EGFP = second read-out of Dynein transport, no call of its own (marks repeat the call); z-score; measured here: nuclear GR-EGFP intensity;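 lower value marks the stronger effect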
Dynein transport cell count = further read-out of Dynein transport, marked with its call; z-score; measured here: cell count per field
Numbers without * were called inactive; · = not tested or not shown; [ ] = dose if it differs, or a comment. Cut-off read from the data, not from the text of the source, unless noted: active = inhibition above about 50%; inactive = the rest.

1: N#Cc1nc(-c2ccccc2)oc1N1CCCCC1
2: CCOC(=O)c1c(-c2cccc([N+](=O)[O-])c2)csc1NC(=O)CCCOc1ccccc1OC
3: Cc1cccc(NC(=O)C2CC(=O)OC23CCCC3)c1 (centres undefined)
4: Cc1cccc(C(=O)NC(=S)NCc2cccnc2)c1
5: COc1cc(/C=C2/NC(=O)NC2=O)cc(Br)c1OCc1cccc(C(=O)O)c1
6: CC(C)(O)CCCC(C)(O)c1ccc(C(=O)O)cc1O (centres undefined)
assay / compound,1,2,3,4,5,6
GPR55 activation,-0.4%,0.1%,-0.5%,-0.1%,0.2%,0.0%
Dynein transport,0.016,·,0.04,-0.38,-0.38,0.12
Dynein transport cytoplasmic EGFP,-0.092,·,-0.22,-0.31,-0.31,-0.74
Dynein transport nuclear GR-EGFP,0.34,·,-0.15,-0.53,0.29,0.56
Dynein transport cell count,-0.39,·,0.89,0.38,0.22,-0.041
M1AAP inhibition,2%,6%,-2%,3%,9%,6%
NOD2 inhibition,-4%,12%,-2%,-14%,-9%,10%
M17LAP inhibition,-2%,-7%,-7%,-2%,4%,-5%
KOR beta-arrestin-1,11%,10%,23%,14%,-27%,14%
NOD1 NF-kB reporter,-34%,20%,-23%,-31%,-17%,5%
AID2073,14%,3%,12%,-4%,3%,24%
KOR beta-arrestin-2,6.0%,9.0%,-1.9%,-0.6%,3.0%,-1.6%

7: COc1ccc2cc3c(N)nn(C(=O)Cc4ccc(Cl)cc4)c3nc2c1
8: CCOC(=O)N1CCN(c2c(NCCN3CCN(Cc4ccccc4)CC3)c(=O)c2=O)CC1
9: CCc1ccc2nc(SCC(=O)N3CC(=O)Nc4ccccc43)c(C#N)cc2c1
10: O=C(NCCc1cccc(Cl)c1)c1cccs1
11: C=CCn1c(C(CCC(C)C)CC(C)(C)O)n[nH]c1=S (centres undefined)
12: Cc1ccc(CNC(=O)CN(C)S(=O)(=O)c2cnc[nH]2)cc1
assay / compound,7,8,9,10,11,12
GPR55 activation,0.2%,-0.1%,-0.3%,-0.1%,0.3%,0.0%
Dynein transport,2.3,-0.93,-0.47,-0.32,-0.47,2.2
Dynein transport cytoplasmic EGFP,0.062,-0.21,-0.11,0.025,-0.24,0.053
Dynein transport nuclear GR-EGFP,1.6,-0.42,0.1,-0.046,-0.75,1.7
Dynein transport cell count,-1.8,0.23,0.85,0.71,0.86,-1.2
M1AAP inhibition,10%,3%,1%,-4%,-3%,5%
NOD2 inhibition,20%,2%,-20%,-118%,3%,-3%
M17LAP inhibition,4%,4%,-6%,4%,-1%,7%
KOR beta-arrestin-1,-38%,-19%,-24%,14%,15%,-46%
NOD1 NF-kB reporter,15%,-12%,-12%,-21%,-12%,-36%
AID2073,9%,-2%,19%,2%,-22%,11%
KOR beta-arrestin-2,5.0%,5.3%,11%,-2.7%,0.7%,-0.8%

13: CCN1CCN(C2=C(NS(=O)(=O)c3ccc(Br)cc3)C(=O)c3ccccc3C2=O)CC1
14: O=C(CCCCCCN1C(=O)c2ccccc2C1=O)Nc1nccs1
15: CCN(CCN(C)C)C(=O)c1ccc2c(c1NCCO)C(=O)c1ccccc1C2=O
16: CCOC(=O)c1ccc2c(c1)nc(SCc1cn3ccsc3n1)n2CC
17: Cn1cnc2cc(NC(=O)c3ccco3)ccc21
18: O=C(N/N=C/C=C/c1ccccc1)c1cccnc1
assay / compound,13,14,15,16,17,18
GPR55 activation,-0.2%,0.3%,0.1%,-0.2%,0.0%,0.9%
Dynein transport,·,0.38,-0.76,-0.67,-1.1,-0.63
Dynein transport cytoplasmic EGFP,·,-0.13,-0.35,-0.2,-0.13,-0.26
Dynein transport nuclear GR-EGFP,·,0.22,-0.78,-0.27,-0.71,0.32
Dynein transport cell count,·,-0.41,-0.059,0.71,-0.3,0.021
M1AAP inhibition,·,5%,2%,5%,-8%,6%
NOD2 inhibition,51%*,14%,17%,12%,-25%,4%
M17LAP inhibition,·,1%,5%,7%,2%,-8%
KOR beta-arrestin-1,1%,-26%,14%,-16%,11%,-22%
NOD1 NF-kB reporter,-8%,-30%,-14%,2%,-20%,-3%
AID2073,-39%,5%,-14%,14%,-4%,-12%
KOR beta-arrestin-2,-2.3%,2.5%,-7.3%,-5.7%,-2.0%,-1.9%

19: CN(C)c1ccnc2sc(C(=O)NCc3ccccc3)c(N)c12
20: Cc1cc(C)n(CC(O)COc2c(C)cccc2C)n1 (centres undefined)
21: CCN(CC)c1ccc(N2C(=NC(=O)C3CC3)SC3CS(=O)(=O)CC32)cc1 (centres undefined)
22: Cn1ncc(Cl)c1C(=O)NCc1cc(C(C)(C)C)n[nH]1
23: COc1ccc(CNC(=O)c2ccc(NS(=O)(=O)c3c(C)noc3C)cc2)cc1
24: COc1ccc(C(O)(CCN2CCCCC2)C2CCCCC2)cc1 (centres undefined)
assay / compound,19,20,21,22,23,24
GPR55 activation,-0.2%,0.5%,-0.1%,-0.2%,0.0%,0.2%
Dynein transport,1.3,0.9,·,0.19,-0.13,·
Dynein transport cytoplasmic EGFP,-0.17,-0.077,·,-0.26,-0.23,·
Dynein transport nuclear GR-EGFP,0.73,0.69,·,0.21,0.068,·
Dynein transport cell count,-1.2,-1.1,·,0.21,0.11,·
M1AAP inhibition,-3%,-1%,·,-4%,6%,·
NOD2 inhibition,-1%,3%,17%,12%,1%,-1%
M17LAP inhibition,-4%,-2%,·,2%,4%,·
KOR beta-arrestin-1,21%,10%[20 µM],-18%,·,6%,-3%
NOD1 NF-kB reporter,-9%,-33%,-12%,-10%,-38%,-5%
AID2073,-2%,-5%,-3%,-8%,-8%,7%
KOR beta-arrestin-2,-2.9%,·,9.2%,0.9%,-0.7%,2.8%

25: O=C(O)c1cc2n(n1)C(C(F)(F)F)CC(c1ccco1)N2 (centres undefined)
26: Cc1nn(C(C)(C)C)c(OC(=O)c2ccco2)c1Sc1ccccc1
27: Cc1cc(N)n(-c2nc3ccccc3s2)n1
28: COc1ccc(Oc2nnc(-c3ccc(C)cc3)c3ccccc23)cc1
29: CCOC(=O)/C(C#N)=N/Nc1c(C)n(C)n(-c2ccccc2)c1=O
30: CCc1c(C(=O)NC(C)C2CCCO2)csc1C (centres undefined)
assay / compound,25,26,27,28,29,30
GPR55 activation,-0.2%,0.4%,-0.1%,0.0%,-0.3%,-0.1%
Dynein transport,-0.97,1,-0.9,-0.9,-0.19,·
Dynein transport cytoplasmic EGFP,0.058,-0.081,-0.21,-0.12,-0.27,·
Dynein transport nuclear GR-EGFP,-0.27,0.41,-0.74,-0.21,0.022,·
Dynein transport cell count,0.36,-1.4,0.17,0.16,0.26,·
M1AAP inhibition,8%,9%,4%,1%,12%,·
NOD2 inhibition,3%,-7%,-105%,15%,15%,4%
M17LAP inhibition,35%,-2%,-3%,-9%,-8%,·
KOR beta-arrestin-1,9%,-34%,4%[20 µM],-4%,-2%,-5%
NOD1 NF-kB reporter,-14%,-3%,-53%,-30%,15%,24%
AID2073,50%,-18%,-10%,-8%,-11%,4%
KOR beta-arrestin-2,0.7%,0.1%,·,-1.0%,-0.6%,8.4%

In the list so far, these contain a tert-butyl group.
22: Cn1ncc(Cl)c1C(=O)NCc1cc(C(C)(C)C)n[nH]1
26: Cc1nn(C(C)(C)C)c(OC(=O)c2ccco2)c1Sc1ccccc1
assay / compound,22,26
GPR55 activation,-0.2%,0.4%
Dynein transport,0.19,1
Dynein transport cytoplasmic EGFP,-0.26,-0.081
Dynein transport nuclear GR-EGFP,0.21,0.41
Dynein transport cell count,0.21,-1.4
M1AAP inhibition,-4%,9%
NOD2 inhibition,12%,-7%
M17LAP inhibition,2%,-2%
KOR beta-arrestin-1,·,-34%
NOD1 NF-kB reporter,-10%,-3%
AID2073,-8%,-18%
KOR beta-arrestin-2,0.9%,0.1%

Next compounds
31: O=C(/C=C/c1cc([N+](=O)[O-])ccc1OC(F)F)NCc1ccc(Cl)cc1
32: CCC(=O)NNC(=O)CSc1nnc(-c2ccccc2)c(-c2ccccc2)n1
33: COc1ccc(-c2csc(NC(=O)CN3C(=O)CCC3=O)n2)cc1OC
34: O=C(Nc1ccc(S(=O)(=O)N2CCCCC2)cc1)c1ccc(F)cc1
35: CCOC(=O)c1ccc(NC(=O)NC2CC3CCC(C2)N3Cc2nnnn2Cc2ccco2)cc1 (centres undefined)
36: COc1cccc(/C=C2\SC(=S)N(CCC(=O)N3CCCCC3CCO)C2=O)c1 (centres undefined)
assay / compound,31,32,33,34,35,36
GPR55 activation,0.5%,-0.3%,0.3%,0.3%,0.2%,-0.2%
Dynein transport,0.47,·,-0.32,·,1,·
Dynein transport cytoplasmic EGFP,-0.29,·,-0.14,·,-0.085,·
Dynein transport nuclear GR-EGFP,0.26,·,-0.31,·,-0.091,·
Dynein transport cell count,-0.24,·,-0.59,·,-1.1,·
M1AAP inhibition,5%,·,-2%,·,0%,·
NOD2 inhibition,5%,21%,14%,7%,12%,-6%
M17LAP inhibition,2%,·,0%,·,10%,·
KOR beta-arrestin-1,18%,-32%[20 µM],-7%,-6%,-1%,-45%
NOD1 NF-kB reporter,-8%,-6%,2%,22%,19%,-2%
AID2073,4%,5%,2%,1%,-17%,0%
KOR beta-arrestin-2,-7.6%,-6.6%,1.6%,-0.8%,2.3%,-2.0%

37: Cc1ccnc(SCC(=O)O)n1
38: Cc1sc(NC(=S)NC(=O)c2cccs2)nc1-c1ccc(CC(C)C)cc1
39: CCN1CCCC(OC(=O)c2cc(-c3ccc(C)cc3)nc3ccccc23)C1 (centres undefined)
40: CSc1ccc(/C=C/C(=O)OCC(=O)NC(C)C)cc1
assay / compound,37,38,39,40
GPR55 activation,0.8%,0.0%,-0.3%,0.0%
Dynein transport,-0.8,-0.2,1.8,0.17
Dynein transport cytoplasmic EGFP,-0.19,-0.21,-0.28,-0.3
Dynein transport nuclear GR-EGFP,-0.47,0.31,0.99,0.2
Dynein transport cell count,0.52,0.5,-0.78,-0.084
M1AAP inhibition,4%,7%,9%,3%
NOD2 inhibition,12%,17%,16%,15%
M17LAP inhibition,4%,0%,6%,-39%
KOR beta-arrestin-1,7%,9%,18%,-17%
NOD1 NF-kB reporter,2%,8%,-11%,-4%
AID2073,-2%,2%,8%,10%
KOR beta-arrestin-2,-6.0%,·,-1.2%,7.5%

Only part of the results is shown. The share of hits here may be higher or lower than overall.
